hIAP activ = increases human intestinal alkaline phosphatase activity. purified human IAP, CDP-Star luminescence, 30 min; hits give high values; 1 = vehicle-only enzyme, 0 = enzyme-free background. activation factor at 10 µM. AID 2524. P09923. hit rate 0.16% among 330,000;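 active = activation factor of the enzyme at least 2-fold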; note: the source names both 10 and 20 µM as test concentration; values of inactives mirror those of a sister screen read the other way
Target sequence (P09923 whole entry, looked up): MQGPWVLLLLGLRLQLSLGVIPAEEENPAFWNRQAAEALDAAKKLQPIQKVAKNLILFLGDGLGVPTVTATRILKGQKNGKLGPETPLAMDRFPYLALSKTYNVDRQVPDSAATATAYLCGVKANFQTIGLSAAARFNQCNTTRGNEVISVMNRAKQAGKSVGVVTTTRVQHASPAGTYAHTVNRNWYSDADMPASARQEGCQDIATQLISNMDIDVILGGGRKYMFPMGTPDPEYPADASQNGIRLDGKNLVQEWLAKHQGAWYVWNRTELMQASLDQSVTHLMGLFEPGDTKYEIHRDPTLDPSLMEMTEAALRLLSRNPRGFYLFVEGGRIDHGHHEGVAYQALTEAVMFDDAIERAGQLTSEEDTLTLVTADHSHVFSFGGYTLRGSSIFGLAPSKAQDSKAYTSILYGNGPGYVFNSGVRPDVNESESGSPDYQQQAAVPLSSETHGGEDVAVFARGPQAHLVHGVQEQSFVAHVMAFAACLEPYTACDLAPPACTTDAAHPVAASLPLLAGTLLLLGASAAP
APOBEC3A inh = human APOBEC3A DNA deaminase inhibition; P31941; recombinant A3A, FAM/TAMRA ssDNA deamination fluorescence; inhibition, % at 20 µM; hit rate 0.41% among 330,000; AID 493011;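 active = at least 40% inhibition at 20 µM here, with at most 30% in a related deaminase screen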;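 note: plate controls were A3A with DMSO for no effect and wells lacking A3A enzyme for full effect; some results filed as inactive read as strong as hits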
HKDC1 inh = inhibitors of human hexokinase HKDC1; inhibition, % at 20 µM; recombinant HKDC1, G6PDH/diaphorase resazurin coupled fluorescence; hit rate 0.16% among 340,000;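 active = inhibition above about 35% when tested at 20 µM, limit read from the data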;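 note: plate controls were DMSO wells with enzyme for no effect and DMSO wells lacking enzyme for full effect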
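Test system: HK5 enzyme. Quantity: 5 µg/mL HK5 final. Reagent: glucose and ATP substrates. Schedule: 90 min reaction incubation at room temperature, dark. Technique: resazurin-to-resorufin fluorescence via G6PDH and diaphorase coupling, 525/613 nm. Control set: DMSO wells with and without enzyme mix.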
mIAP act = mouse IAP activation. muIAP, CDP-Star luminescence, 30 min; hits give high values; 1 = vehicle-only enzyme signal, 0 = enzyme-free wells. activation factor at 10 µM. hit rate 0.24% among 330,000. AID 2805;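 active = activation factor of at least 2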; note: the source names both 10 and 20 µM as test concentration; values of inactives mirror those of a sister screen read the other way
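Assay system: mouse IAP enzyme / Compound: DMSO-dissolved test compounds / Timing: 30 min, room temperature / Measured by: luminescence from enzymatic CDP-Star hydrolysis / Control set: DMSO-only wells, enzyme-free buffer wells as negative control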
mIAP inh = mouse IAP inhibition; purified mouse IAP, CDP-Star luminescence, 30 min; inhibition, % at 10 µM; hit rate 0.2% among 330,000;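 active = inhibition of at least 40% at 10 µM in the primary screen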;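 note: plate controls were DMSO with enzyme for no effect and no enzyme wells for full effect; values of inactives mirror those of a sister screen read the other way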
PfG6PD inh = PfG6PD (Plasmodium falciparum) enzyme inhibition; PfGluPho enzyme, NADPH resazurin-diaphorase fluorescence; inhibition, % at 20 µM; hit rate 0.78% among 350,000; AID 504690;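 active = inhibition reaching at least a set limit at 20 µM in the primary screen, cut at about 59% in these data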;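 note: 0% = DMSO wells with substrate and 100% = DMSO wells lacking glucose-6-phosphate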
hIAP inh = blocks human intestinal alkaline phosphatase; AID 2544; inhibition, % at 10 µM; purified IAP, CDP-Star luminescence, 30 min; P09923; hit rate 0.12% among 330,000;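 active = inhibition reaching a set limit with compound at 10 µM in the primary screen, cut at about 35% in these data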;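 note: plate controls were DMSO wells with enzyme for no effect and no-enzyme buffer wells for full effect; values of inactives mirror those of a sister screen read the other way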
ATG4B inh = ATG4B (human) cysteine protease inhibition; Q9Y4P1; ATG4B cleavage of LC3-PLA2, NBD-HPC fluorescence, 1 h; inhibition, % at 8.33 µM; hit rate 0.51% among 340,000; AID 504462; in the data active = inhibition above about 40%
Target sequence (Q9Y4P1 whole entry, looked up): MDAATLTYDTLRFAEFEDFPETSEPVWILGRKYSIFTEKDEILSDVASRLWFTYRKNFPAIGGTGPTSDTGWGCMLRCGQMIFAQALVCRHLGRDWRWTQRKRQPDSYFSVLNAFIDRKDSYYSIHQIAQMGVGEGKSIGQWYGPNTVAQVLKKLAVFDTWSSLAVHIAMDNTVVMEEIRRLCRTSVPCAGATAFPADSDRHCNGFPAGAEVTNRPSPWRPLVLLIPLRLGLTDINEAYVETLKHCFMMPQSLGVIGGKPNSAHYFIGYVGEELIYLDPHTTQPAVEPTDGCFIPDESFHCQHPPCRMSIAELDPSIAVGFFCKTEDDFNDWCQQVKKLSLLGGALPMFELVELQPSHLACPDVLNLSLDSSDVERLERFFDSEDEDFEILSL
* hit, by the source's call. Random draw from the library; about 2.4% have a hit in one of these screens.

nr | smiles | hIAP activ | APOBEC3A inh | HKDC1 inh | mIAP act
1 | O=C(O)c1cccc(C(=O)c2cccc(C(=O)O)c2)c1 | 0.88 | -1 | -9 | 1
2 | O=C(NCCc1ccccc1)c1noc2c1CCCCC2 | 0.91 | 2 | -7 | 1
3 | Cc1cc(NC(=O)COC(=O)CCS(=O)(=O)c2ccc(Cl)cc2)no1 | 0.91 | 0 | -2 | 0.9
4 | COc1ccc(CCNC(=O)c2cc3c(=O)n(C)c4ccccc4c3n2C)cc1OC | 1.1 | -1 | 21 | 1
5 | CCOC(=O)c1cc(-c2ccccc2)sc1NC(=O)C(C)N1C(=O)NC(C)(c2ccc(Cl)cc2)C1=O (stereo not given) | 1 | 1 | 2 | 0.97
6 | CCCN1C(=O)SC(CC(=O)Nc2ccccc2C)C1=O (stereo not given) | 1.1 | -14 | -10 | 0.9
7 | C=C(C)COc1ccc(-c2ncncc2-c2ccccc2)c(O)c1 | 0.86 | -3 | -2 | 0.97
8 | CC(=O)Nc1ccc(NC(=O)c2c(-c3ccccc3Cl)noc2C)c(C)c1 | 0.94 | -3 | -6 | 1

nr | mIAP inh | PfG6PD inh | hIAP inh | ATG4B inh
1 | -2 | -1 | 12 | -3
2 | -3 | 9 | 9 | -3
3 | 10 | -10 | 9 | 8
4 | -1 | 31 | -12 | 5
5 | 3 | 17 | 0 | -8
6 | 10 | -22 | -8 | 1
7 | 3 | 6 | 14 | -6
8 | -2 | -5 | 6 | -6

Sorted by heavy-atom count (ascending): part of the list above
nr | smiles | hIAP activ | APOBEC3A inh | HKDC1 inh | mIAP act
1 | O=C(O)c1cccc(C(=O)c2cccc(C(=O)O)c2)c1 | 0.88 | -1 | -9 | 1
2 | O=C(NCCc1ccccc1)c1noc2c1CCCCC2 | 0.91 | 2 | -7 | 1
7 | C=C(C)COc1ccc(-c2ncncc2-c2ccccc2)c(O)c1 | 0.86 | -3 | -2 | 0.97
3 | Cc1cc(NC(=O)COC(=O)CCS(=O)(=O)c2ccc(Cl)cc2)no1 | 0.91 | 0 | -2 | 0.9
8 | CC(=O)Nc1ccc(NC(=O)c2c(-c3ccccc3Cl)noc2C)c(C)c1 | 0.94 | -3 | -6 | 1
4 | COc1ccc(CCNC(=O)c2cc3c(=O)n(C)c4ccccc4c3n2C)cc1OC | 1.1 | -1 | 21 | 1
5 | CCOC(=O)c1cc(-c2ccccc2)sc1NC(=O)C(C)N1C(=O)NC(C)(c2ccc(Cl)cc2)C1=O (stereo not given) | 1 | 1 | 2 | 0.97

nr | mIAP inh | PfG6PD inh | hIAP inh | ATG4B inh
1 | -2 | -1 | 12 | -3
2 | -3 | 9 | 9 | -3
7 | 3 | 6 | 14 | -6
3 | 10 | -10 | 9 | 8
8 | -2 | -5 | 6 | -6
4 | -1 | 31 | -12 | 5
5 | 3 | 17 | 0 | -8

Other compounds:
nr | smiles | hIAP activ | APOBEC3A inh | HKDC1 inh | mIAP act
9 | CSc1ncccc1C(=O)OCc1nc2ccsc2c(=O)[nH]1 | 1 | -2 | 6 | 1
10 | COCCn1c(-c2ccccc2)nc2oc3ccccc3c(=O)c2c1=O | 1.1 | -1 | -3 | 1
11 | Cc1cc(NC(=O)CSc2nc(N)c(NC(=O)c3ccccc3)c(=O)[nH]2)no1 | 0.87 | -2 | -10 | 0.84
12 | CN(C)S(=O)(=O)c1ccc(C(=O)NCCS(=O)(=O)N2CCN(c3ccc(F)cc3)CC2)cc1 | 0.92 | -5 | -5 | 1
13 | O=C(NC(=S)Nc1cccnc1)c1cc2ccccc2o1 | 0.87 | -1 | 11 | 0.94
14 | c1ccc(Cn2nnc3c(Nc4ccc5c(c4)OCO5)nc(C4CC4)nc32)cc1 | 0.98 | -3 | -9 | 0.9
15 | N#Cc1ccccc1N=C1CCCN1Cc1ccccc1 | 1.3 | -2 | -3 | 1.1
16 | COc1cccc(C2NC(=O)NC(C)=C2C(=O)OCC2CCCCC2)c1 (stereo not given) | 1 | 0 | -1 | 1

nr | mIAP inh | PfG6PD inh | hIAP inh | ATG4B inh
9 | -4 | -2 | 0 | 2
10 | 0 | 21 | -5 | -6
11 | 16 | -6 | 13 | 0
12 | 0 | 14 | 8 | -2
13 | 6 | -8 | 13 | 4
14 | 10 | 16 | 2 | 6
15 | -7 | 8 | -30 | -4
16 | -4 | -8 | 0 | 4

The list continues:
nr | smiles | hIAP activ | APOBEC3A inh | HKDC1 inh | mIAP act
17 | C=CCN(c1ccccc1)S(=O)(=O)c1cccc(C(=O)NCC(c2ccc(F)cc2)N2CCOCC2)c1 (stereo not given) | 0.99 | -3 | -2 | 1
18 | O=C(CSc1nnc2c(n1)[nH]c1ccccc12)OCc1ccccc1 | 1.2 | 1 | 1 | 1
19 | COC(=O)c1cc(OC)c(OC)cc1NC(=O)c1c(-c2ccccc2)noc1C | 0.93 | 3 | 0 | 0.89
20 | COC(=O)Cc1ccc(NC(=S)NCCO)cc1 | 0.81 | -4 | 0 | 1.1
21 | CCc1cc2c(=O)n(N)c(CCC(=O)O)nc2s1 | 0.9 | 2 | 0 | 1
22 | CCOC(=O)N1CCC(NC(=O)CSCc2cnn(-c3ccccc3)c2-n2cccc2)CC1 | 1.2 | 1 | -7 | 1
23 | COc1ccccc1CN(C)C(=O)c1cnc(C)cn1 | 1.1 | -2 | -3 | 0.99
24 | CC1(NC(=O)C2CCN(C(=O)Nc3ccccc3)CC2)CCS(=O)(=O)C1 (stereo not given) | 0.81 | -4 | 0 | 0.94

nr | mIAP inh | PfG6PD inh | hIAP inh | ATG4B inh
17 | -3 | 11 | 0 | -10
18 | 0 | 6 | -21 | -12
19 | 11 | -3 | 7 | 6
20 | -8 | 3 | 19 | -7
21 | -2 | -7 | 10 | 9
22 | -1 | -2 | -23 | -2
23 | 1 | 11 | -9 | -2
24 | 6 | -15 | 19 | 2

Other compounds:
nr | smiles | hIAP activ | APOBEC3A inh | HKDC1 inh | mIAP act
25 | CCCC(=O)Nc1ccc2c(c1)Cc1ccccc1-2 | 0.97 | 2 | -6 | 0.98
26 | CCc1nc(SCc2cccnc2)c(C#N)cc1C | 0.97 | 6 | 4 | 1
27 | CCOC(=O)N1CCN(C(=O)c2cc(S(=O)(=O)N3CCc4ccccc43)ccc2OC)CC1 | 1 | 1 | -1 | 0.95
28 | COc1ccc(S(=O)(=O)N(C)CC(=O)Nc2ccccc2OC)cc1C | 1.1 | -5 | -6 | 1
29 | NC(=O)c1c(NC(=O)CSc2nc3c(c(C(F)(F)F)n2)CCc2ccccc2-3)sc2c1CCCC2 | 0.99 | 6 | -12 | 0.86
30 | COc1ccc(/C=C(/NC(=O)c2ccccc2)C(=O)Nc2cccc(C(=O)O)c2)cc1 | 1.1 | -3 | -2 | 0.89
31 | O=C(c1sc2cc(Cl)ccc2c1Cl)N1CCN(CCc2ccccn2)CC1 | 1 | 1 | -2 | 0.95
32 | N#Cc1cccc(S(=O)(=O)NCC(=O)NCCCc2ccccc2)c1 | 1 | -3 | -4 | 0.97

nr | mIAP inh | PfG6PD inh | hIAP inh | ATG4B inh
25 | 2 | 8 | 3 | -4
26 | -1 | -12 | 3 | 11
27 | 5 | 4 | -5 | -5
28 | -2 | -2 | -10 | -5
29 | 14 | -13 | 1 | 10
30 | 11 | 1 | -5 | -8
31 | 5 | 5 | 0 | -1
32 | 3 | 4 | 0 | -4

(listing goes on)
nr | smiles | hIAP activ | APOBEC3A inh | HKDC1 inh | mIAP act
33 | COC(=O)N/N=C(\C)c1ccccc1Br | 1 | -1 | 4 | 1
34 | CCCn1nc(C(=O)NCC2COc3ccccc3O2)c2ccccc2c1=O (stereo not given) | 1 | -5 | 5 | 0.93
35 | CC(=O)Nc1ccc(OCC(O)CN2CCN(c3ccccc3Cl)CC2)cc1 (stereo not given) | 1.1 | 7 | -5 | 0.94
36 | Cc1ccc(/C=C/C(=O)Nc2cccnc2)o1 | 0.98 | 0 | -8 | 0.93
37 | COc1cc(S(=O)(=O)Nc2ccccc2C)ccc1NC(=O)c1ccncc1 | 1.1 | 2 | -2 | 0.96
38 | Clc1ccc(C2=NCCn3nc4ccccc4c32)cc1 | 1 | -3 | 12 | 0.89
39 | C=CCNc1ccc(F)c(F)c1N1CCCCCC1=O | 1.1 | 2 | -9 | 1
40 | CC(Sc1nc2cc(Cl)ccc2s1)C(=O)Nc1cccc(S(=O)(=O)N2CCOCC2)c1 (stereo not given) | 1.1 | 0 | 6 | 1.3

nr | mIAP inh | PfG6PD inh | hIAP inh | ATG4B inh
33 | 0 | -3 | -4 | 0
34 | 7 | 7 | -4 | 15
35 | 6 | -4 | -12 | -9
36 | 7 | 52 | 2 | 2
37 | 4 | 17 | -7 | -10
38 | 11 | 5 | -4 | 7
39 | -5 | -9 | -15 | -2
40 | -27 | 27 | -6 | -18

Later entries:
nr | smiles | hIAP activ | APOBEC3A inh | HKDC1 inh | mIAP act
41 | CSc1nnc(C)c(/C=C/Nc2ccc(F)cc2)n1 | 1.1 | 1 | 6 | 0.96
42 | O=C1C(Cc2ccccc2)Nc2ncnc(N3CCOCC3)c2N1Cc1ccccc1 (stereo not given) | 1 | -5 | 0 | 0.98
43 | CC(C)(C)c1ccc(S(=O)(=O)NCC2CCCO2)cc1 (stereo not given) | 0.98 | -6 | -2 | 1.1
44 | O=[N+]([O-])c1ccc(C(O)C23CN4CN(CN(C4)C2)C3)cc1 (stereo not given) | 0.91 | 10 | -12 | 1.1
45 | COc1cc(Nc2cccc[n+]2C)cc(OC)c1OC | 0.95 | 69* | 5 | 1.1
46 | COc1ccc(CCC(=O)NCCNC(=O)CCc2ccc(OC)cc2)cc1 | 0.98 | -5 | -5 | 0.96
47 | CCOC(=O)c1[nH]c2cc3c(cc2c1NC(=O)CN1CCC2(CC1)OCCO2)OCO3 | 0.93 | -3 | 2 | 1
48 | O=C1CCN(S(=O)(=O)c2ccccc2)CCN1CCOCc1ccc(C(F)(F)F)cc1 | 1 | -2 | -5 | 1

nr | mIAP inh | PfG6PD inh | hIAP inh | ATG4B inh
41 | 4 | 27 | -7 | -8
42 | 2 | 6 | -2 | -1
43 | -5 | -20 | 2 | -7
44 | -5 | 3 | 9 | 3
45 | -7 | 34 | 5 | -6
46 | 4 | -1 | 2 | -1
47 | -5 | -10 | 8 | 8
48 | -2 | -3 | -1 | 4

Next part.
nr | smiles | hIAP activ | APOBEC3A inh | HKDC1 inh | mIAP act
49 | Cc1sc2ncnc(SCC(=O)c3cccs3)c2c1C | 0.96 | -6 | -7 | 1
50 | Cc1ccccc1N1CCN(C2CCCN(C(=O)c3cnsn3)C2)CC1 (stereo not given) | 1.2 | -2 | 4 | 0.97
51 | O=C(/C=C/c1ccc(S(=O)(=O)N2CCOCC2)cc1)N1CCN(c2ccccc2)CC1 | 0.91 | -3 | 7 | 1
52 | CN(Cc1cnccn1)Cc1nc(Cc2ccccc2Cl)no1 | 0.97 | -1 | 1 | 1.1
53 | CCN(CC)C(=O)CSc1nnc2nnc3cc(C)ccc3n12 | 0.83 | -1 | -3 | 0.94
54 | Cc1oc2c(C)c(O)ccc2c(=O)c1-c1cnn(-c2ccccc2)c1 | 1 | -3 | -3 | 0.93
55 | O=[N+]([O-])c1cc(/C=N/N2CCN(c3ccccc3)CC2)ccc1Cl | 0.96 | -4 | 2 | 0.87
56 | O=C(O)c1cc(-c2ccccn2)n[nH]1 | 1.5 | -3 | -1 | 1

nr | mIAP inh | PfG6PD inh | hIAP inh | ATG4B inh
49 | -1 | -6 | 4 | 15
50 | 3 | 2 | -21 | -4
51 | -1 | -11 | 9 | -3
52 | -6 | -11 | 3 | -5
53 | 6 | -6 | 17 | -10
54 | 7 | 5 | -2 | -4
55 | 13 | 0 | 4 | 8
56 | -3 | -10 | -48 | -7

Screening data (PubChem)
